High-throughput results from PubChem.
SKKanGAS inh: SKKanGAS growth inhibition; S. pyogenes SKKanGAS, kanamycin growth, BacTiter-Glo, 6 h; inhibition, % at 7.5 µM; 300,000 tested, 1.3% active; AID 1662;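 active = mean replicate score, as percent of positive control median, at least 50; inconclusive = mean below 50 but one replicate at or above 50; inactive = mean and every replicate below 50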;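 note: strain carries kanamycin resistance gene driven by streptokinase promoter and grows in 40 µg/ml kanamycin; loss of luminescence reflects streptokinase promoter inhibition or plain growth inhibition; 0% = median of DMSO wells and 100% = positive control at its reference dose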
HDAC3 inhib: inhibitors of human histone deacetylase 3; O15379; 320,000 tested, 0.15% active; inhibition, % at 8.3 µM; AID 2718; recombinant HDAC3, fluorogenic peptide/trypsin coupled, fluorescence; in the data active = inhibition above about 26%, passing the limit was not always enough; inconclusive = no clear call, values can overlap the other calls
Target sequence (O15379 whole entry, looked up): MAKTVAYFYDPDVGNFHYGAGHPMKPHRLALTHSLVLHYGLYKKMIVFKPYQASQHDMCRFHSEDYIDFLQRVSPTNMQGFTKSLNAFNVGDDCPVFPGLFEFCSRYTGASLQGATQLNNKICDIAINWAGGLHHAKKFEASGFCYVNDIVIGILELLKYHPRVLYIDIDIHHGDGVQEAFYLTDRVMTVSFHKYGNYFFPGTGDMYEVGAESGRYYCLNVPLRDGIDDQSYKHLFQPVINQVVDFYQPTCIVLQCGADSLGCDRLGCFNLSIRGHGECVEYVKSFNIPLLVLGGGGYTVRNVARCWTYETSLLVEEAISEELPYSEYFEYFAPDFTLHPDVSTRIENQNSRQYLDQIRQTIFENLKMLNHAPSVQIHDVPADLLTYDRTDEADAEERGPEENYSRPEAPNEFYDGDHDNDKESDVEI
KCNQ1 act: human KCNQ1 channel potentiation or activation | AID 2648 | CHO-K1 KCNQ1, thallium flux FluxOR fluorescence; hits give high values | 310,000 tested, 0.35% active | P51787 | B-score at 10 µM;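 active = fluorescence ratio B-score, a plate-corrected score, at least three library SD, with initial intensity B-score within 5 SD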
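Assay system: CHO-K1 cells stably expressing KCNQ1. Medium: assay buffer for compound exposure, DMSO matched across wells. Timing: 37 °C overnight plating, 90-min dark dye load, 20-min compound pretreatment. Signal: kinetic FluxOR fluorescence, 10 s baseline plus 110 s post-stimulus.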
KCNK9 inh: inhibitors of human KCNK9 two-pore domain potassium channel. Q9NPC2. HEK293 KCNK9, FluxOR thallium flux fluorescence; hits give low values. B-score at 10 µM. 310,000 tested, 1.2% active;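 active = ratio B-score over 3 SD below the library mean, with starting fluorescence within 5 SD of its mean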;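 note: negative B-score means less thallium flux so channel inhibition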
RGS4 act: RGS4 potentiation or activation; HEK293 M3R/inducible RGS4, carbachol calcium flux Fluo4; hits give low values; B-score at 10 µM; 310,000 tested, 0.92% active;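 active = B-score of the integrated calcium signal more than 4 SD below the library mean, with starting fluorescence not abnormally high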;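 note: negative B-score means reduced calcium response which marks RGS4 activation or potentiation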
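Also added: carbachol at ECmax as muscarinic agonist stimulus; Assay system: HEK293 cells with stable M3R and inducible RGS4; Timing: overnight RGS4 induction, 30 min dye load 37 °C, 20 min compound RT; Measured by: Fluo4-AM (2 µM) calcium-flux fluorescence, kinetic read.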
RGS4 block: inhibitors of human RGS4; P49798; B-score at 10 µM; HEK293 M3R/RGS4 inducible, Fluo-4 calcium flux; hits give high values; triggered by carbachol at its EC20; AID 463165; 310,000 tested, 0.45% active;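 active = B-score, a plate-corrected calcium signal, over three deviations above library mean, with baseline fluorescence within five deviations of library mean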;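 note: RGS4 expression induced by doxycycline in cells with stable M3 receptor; B-score is computed from the integrated fluorescence ratio over baseline after carbachol; higher B-score means a larger calcium signal and so more RGS4 inhibition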
Target sequence (P49798 whole entry, looked up): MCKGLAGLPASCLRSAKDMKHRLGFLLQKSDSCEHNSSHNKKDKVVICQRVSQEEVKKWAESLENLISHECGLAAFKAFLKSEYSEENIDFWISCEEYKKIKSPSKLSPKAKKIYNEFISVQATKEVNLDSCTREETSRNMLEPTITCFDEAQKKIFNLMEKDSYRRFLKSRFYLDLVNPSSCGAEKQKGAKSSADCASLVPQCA
TMEM16A inh: mouse TMEM16A channel inhibition, primary screen; Q8BHY3; HEK293 TMEM16A/YFP iodide influx fluorescence, ionomycin; normalized B-score (activity score, 25-100; higher = stronger inhibition) at 10 µM; 310,000 tested, 1.2% active; AID 588511;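 active = ratio plate-corrected score three or more library SD toward inhibition, starting fluorescence score within five deviations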;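 note: score derived from kinetic fluorescence span divided by baseline fluorescence per well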
ANO1 activ: activators or potentiators of mouse TMEM16A chloride channel; HEK293 TMEM16A/YFP-H148Q/I152L, iodide quench fluorescence; hits give low values; 340,000 tested, 0.3% active; B-score at 10 µM;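 active = fluorescence-ratio B-score plate-corrected deviation score at least 3 library SD below zero, with starting fluorescence score within 5 deviations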;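 note: channel opened by trigger with iodide after compound preincubation; score built on the fluorescence ratio of max minus min over baseline; more negative score means more quench and so TMEM16A activation or potentiation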
KCNK3 block: human KCNK3 channel inhibition, primary screen; O14649; CHO-KCNK3 thallium flux, FluxOR fluorescence; hits give low values; B-score at 10 µM; 340,000 tested, 0.84% active;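 active = B-score under library mean minus 4 SD, starting fluorescence ratio at most library mean plus 5 SD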;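 note: more negative B-score means stronger inhibition of thallium flux through KCNK3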
Target sequence (O14649 whole entry, looked up): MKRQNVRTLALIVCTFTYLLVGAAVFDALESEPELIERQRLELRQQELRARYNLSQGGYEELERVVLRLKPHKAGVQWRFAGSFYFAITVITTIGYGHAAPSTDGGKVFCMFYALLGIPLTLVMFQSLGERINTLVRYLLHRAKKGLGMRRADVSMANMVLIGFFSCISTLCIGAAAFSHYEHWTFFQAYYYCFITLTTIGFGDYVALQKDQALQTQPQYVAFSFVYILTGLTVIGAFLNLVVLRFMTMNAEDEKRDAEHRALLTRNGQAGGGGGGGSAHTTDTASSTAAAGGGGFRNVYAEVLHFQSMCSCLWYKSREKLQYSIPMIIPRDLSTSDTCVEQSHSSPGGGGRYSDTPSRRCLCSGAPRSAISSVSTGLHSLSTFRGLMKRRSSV
hERG protect: hERG (human) protection from proarrhythmic block | Q12809 | CHO-hERG, FluxOR thallium flux, dofetilide IC70 present | activation (rescue from dofetilide block), less the hit threshold, % at 10 µM | 310,000 tested, 0.51% active | AID 1511;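 active = activation above the mean of controls blocked by dofetilide plus 5 SD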;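 note: thallium influx through hERG after potassium depolarization seen as dye fluorescence rise; in these data hits start at about 4.7%; inactives centre near -7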
KCNQ1 inh: human KCNQ1 channel inhibition. P51787. CHO-K1 KCNQ1, FluxOR thallium flux fluorescence; hits give high values. B-score at 10 µM. 310,000 tested, 1.3% active. AID 2642;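 active = compounds whose thallium flux B-score, printed positive for inhibition, exceeds three library SD while starting fluorescence stays within three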;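 note: channel opened by potassium depolarization with thallium stimulus after 20 min compound exposure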
* = called active by the depositor; i = inactive; ? = inconclusive; / = not tested or not shown.

SMILES	SKKanGAS inh	HDAC3 inhib	KCNQ1 act	KCNK9 inh	RGS4 act	RGS4 block	TMEM16A inh	ANO1 activ	KCNK3 block	hERG protect	KCNQ1 inh
COc1ccc(C(=O)O)cc1S(=O)(=O)Nc1ccc(C)cc1	-12	5	i	i	i	i	i	i	i	-3	i
Cc1c(C(=O)NNS(=O)(=O)c2ccccc2)sc(=S)n1C	-4	7	i	i	i	i	i	i	i	-7	i
O=C(CN1C(=O)COc2ccc(Cl)cc21)NC1CC1	-10	-4	i	i	i	i	i	i	i	-5	i
COc1ccc(N2CC(C(=O)Nc3nc4ccc(S(C)(=O)=O)cc4s3)CC2=O)cc1 (configuration not stated)	1	-10	i	i	i	i	i	i	i	-6	i
OCCN1CCN(CC(O)COc2ccc(-c3ccccc3)cc2)CC1 (configuration not stated)	10	1	i	i	i	i	i	i	i	-8	i
O=C(CN1C(=O)c2ccc([N+](=O)[O-])cc2C1=O)Nc1cc(S(=O)(=O)N2CCOCC2)ccc1Cl	2	5	i	i	i	i	i	i	i	-7	i
CC1(C)CC(=O)C(C=Nc2ccc(O)c(N=CC3=C(O)CC(C)(C)CC3=O)c2)=C(O)C1	/	4	i	i	i	i	i	i	i	-4	i
CC(NC(=O)c1cccnc1)C(c1cccs1)N1CCN(c2ccccc2F)CC1 (configuration not stated)	2	-1	i	i	i	i	i	i	i	-12	i
O=C(COC(=O)c1ccc2c(c1)C(=O)N(Cc1ccncc1)C2=O)Nc1cccc2ccccc12	14	5	i	i	i	i	i	i	i	-7	i
Cc1cccc(Nc2ncnc3ccc(Br)cc23)c1	0	7	i	i	i	i	i	i	i	-5	i
O=C(CSCc1ccc(Cl)cc1Cl)Nc1ccc(O)cc1C(=O)O	-4	-5	i	i	i	i	i	i	i	-2	i
Cc1cccc(CN(CC(=O)N/N=C/c2ccco2)S(=O)(=O)c2ccc(Cl)cc2)c1	4	10	i	i	i	i	i	i	i	-12	9*
CC1(C)CC(=O)N(c2ccc(C#N)cc2)C(=O)C1	2	-1	i	i	i	i	i	i	i	-4	i
COc1ccc2cc(CN(CC3CCCO3)C(=O)Nc3ccccc3)c(=O)[nH]c2c1 (configuration not stated)	/	6	i	i	i	i	i	i	i	-14	i
C=CCn1c(SCC(=O)N2CC(=O)Nc3ccccc32)nc2scc(-c3cccs3)c2c1=O	26	-12	i	-7.4*	i	i	i	i	-13*	-15	i
CC1(C)C=C(c2ccc(C(=O)O)s2)CC(C)(C)N1	-3	3	i	i	i	i	i	i	i	-7	i
COCC(=O)Nc1ccc2c(c1)OCC(=O)N2Cc1ccccc1F	0	?	i	i	i	i	i	i	i	-16	i
O=C(O)CN1C(=O)C(=O)N(Cc2ccc(Cl)c(Cl)c2)C1=O	9	5	i	i	i	i	i	i	i	-2	i
CCOC(=O)C1=C(C)Nc2ncnn2C1c1cccnc1 (configuration not stated)	-1	1	i	i	i	i	i	i	i	-8	i
Cc1ccc([N+](=O)[O-])cc1NC(=S)NC(=O)CC(C)(C)C	6	-2	i	i	i	i	i	i	i	-11	i
C/C(=N\NC(N)=O)c1cccc(Cl)c1	-2	4	i	i	i	i	i	i	i	-14	i
Cc1cc(-c2nc3c4c5c(sc4[nH]c(=O)n3n2)CCC5)c(C)o1	16	6	i	i	i	i	i	i	i	-6	i
COc1ccc(CCNC(=O)c2sc3cc(C)ccc3c2Cl)cc1	-6	2	i	i	i	i	i	i	i	-3	i
O=c1[nH]c2ccccc2nc1NCCN1CCOCC1	1	-1	i	i	i	i	i	i	i	-6	i

As a working copy, 13 of the compounds above.
SMILES	SKKanGAS inh	HDAC3 inhib	KCNQ1 act	KCNK9 inh	RGS4 act	RGS4 block	TMEM16A inh	ANO1 activ	KCNK3 block	hERG protect	KCNQ1 inh
O=C(CSCc1ccc(Cl)cc1Cl)Nc1ccc(O)cc1C(=O)O	-4	-5	i	i	i	i	i	i	i	-2	i
Cc1cccc(CN(CC(=O)N/N=C/c2ccco2)S(=O)(=O)c2ccc(Cl)cc2)c1	4	10	i	i	i	i	i	i	i	-12	9*
CC1(C)CC(=O)N(c2ccc(C#N)cc2)C(=O)C1	2	-1	i	i	i	i	i	i	i	-4	i
COc1ccc2cc(CN(CC3CCCO3)C(=O)Nc3ccccc3)c(=O)[nH]c2c1 (configuration not stated)	/	6	i	i	i	i	i	i	i	-14	i
C=CCn1c(SCC(=O)N2CC(=O)Nc3ccccc32)nc2scc(-c3cccs3)c2c1=O	26	-12	i	-7.4*	i	i	i	i	-13*	-15	i
CC1(C)C=C(c2ccc(C(=O)O)s2)CC(C)(C)N1	-3	3	i	i	i	i	i	i	i	-7	i
COCC(=O)Nc1ccc2c(c1)OCC(=O)N2Cc1ccccc1F	0	?	i	i	i	i	i	i	i	-16	i
O=C(O)CN1C(=O)C(=O)N(Cc2ccc(Cl)c(Cl)c2)C1=O	9	5	i	i	i	i	i	i	i	-2	i
CCOC(=O)C1=C(C)Nc2ncnn2C1c1cccnc1 (configuration not stated)	-1	1	i	i	i	i	i	i	i	-8	i
Cc1ccc([N+](=O)[O-])cc1NC(=S)NC(=O)CC(C)(C)C	6	-2	i	i	i	i	i	i	i	-11	i
C/C(=N\NC(N)=O)c1cccc(Cl)c1	-2	4	i	i	i	i	i	i	i	-14	i
Cc1cc(-c2nc3c4c5c(sc4[nH]c(=O)n3n2)CCC5)c(C)o1	16	6	i	i	i	i	i	i	i	-6	i
COc1ccc(CCNC(=O)c2sc3cc(C)ccc3c2Cl)cc1	-6	2	i	i	i	i	i	i	i	-3	i

The list continues.
SMILES	SKKanGAS inh	HDAC3 inhib	KCNQ1 act	KCNK9 inh	RGS4 act	RGS4 block	TMEM16A inh	ANO1 activ	KCNK3 block	hERG protect	KCNQ1 inh
O=S(=O)(c1cc(Cl)ccc1Cl)N1CCN2CCCC2C1 (configuration not stated)	6	-5	i	i	i	i	i	i	i	0	i
O=C(CN1CCN(Cc2ccc3c(c2)OCO3)CC1)Nc1cc(S(=O)(=O)N2CCCC2)ccc1Cl	6	2	i	i	i	i	i	i	i	-8	i
Cc1cccc(Nc2nc(N)nc(CCl)n2)c1C	-1	-9	i	i	i	i	i	i	i	-7	i
O=C1/C(=C/c2cccs2)SC(=S)N1CC(=O)N1CCCCC1CCO (configuration not stated)	1	3	i	i	i	i	i	i	i	-10	i
COCCN1C(=O)c2cc(C(=O)Nc3cccc(F)c3)ccc2C1Nc1cccc(F)c1 (configuration not stated)	15	-3	i	i	i	i	i	i	i	-6	i
CSc1sc(-c2ccnc(=S)[nH]2)c(-c2ccccc2)c1C#N	1	3	i	i	i	i	i	i	i	-4	i
O=C(Cn1cc([N+](=O)[O-])cn1)N1CCc2ccccc2C1	2	6	i	i	i	i	i	i	i	-7	i
COc1ccc(/C=C2\Oc3cc(OCC(=O)N4CCC(C(=O)O)CC4)ccc3C2=O)c(OC)c1OC	15	4	i	i	i	i	i	i	i	-7	i
Cc1nnc(NC(=O)C(c2ccccc2)c2ccccc2)s1	4	-4	i	i	i	i	i	i	i	-1	i
CCOC(=O)c1nn(-c2ccc(C)c(C)c2)c(=O)c(C#N)c1C	19	2	i	i	i	i	i	i	i	-6	i
CCn1c(C(=O)NCCCc2ccccc2)cc2sccc21	-1	6	i	i	i	i	i	i	i	-7	i
COc1ccc(-c2cc(C(F)(F)F)nc(N)n2)cc1	-7	-7	i	i	i	i	i	i	i	-10	i
Cc1c(Cl)cccc1NC(=O)CNC(=O)c1ccccc1F	6	-3	i	i	i	i	i	i	i	-6	i
Cc1cccc(NC(=S)NC(=O)c2ccc(-c3ccccc3)cc2)n1	-2	-3	i	-11*	i	i	i	i	i	-10	i
O=C(NC12CC3CC(CC(C3)C1)C2)c1cc(F)c(F)c(F)c1F	10	3	i	i	i	i	i	i	i	-1	i
COc1ccc(NC(=O)CSc2nccn2C)cc1S(N)(=O)=O	7	-1	i	i	i	i	i	i	i	-8	i
CCC(=NCc1ccccc1)C1=C(O)C(C(=O)OC)C(C)(C)CC1=O (configuration not stated)	-10	-3	i	i	i	i	i	i	i	-12	i
Cn1c(C2=C(O)CN(Cc3ccccc3)C2=N)[n+](C)c2ccccc21	/	5	i	i	i	i	i	i	i	3	i
O=C(Nc1cccc(S(=O)(=O)N2CCCCCC2)c1)C1=COCCO1	/	-1	i	i	i	i	i	i	i	-15	i
N/C(=N\OC(=O)c1cccc(Cn2cc(C(F)(F)F)ccc2=O)c1)c1ccccc1	-4	3	i	i	i	i	i	i	i	-7	i
COc1ccc(C2C(C#N)=C(N)Oc3n[nH]c(C)c32)cc1Cn1nnc2ccccc21 (configuration not stated)	/	3	i	i	i	i	i	i	i	-12	i
Cc1cccc(C(=O)CC(=O)c2cc(Cl)ccc2O)c1	94*	-2	i	i	i	i	i	i	i	8.8*	i
Cc1ccc2nc(NC(=O)C3CCN(C(=O)c4ccc(F)cc4)CC3)sc2c1	42	6	i	i	i	i	i	i	i	-13	i
Cc1c(Cl)cccc1NC(=O)[C@@]1(CC(=O)O)CC(/C=C/c2ccccc2)=NO1	-5	5	i	i	i	i	i	i	i	2	i
COc1ccc(CCNC(=O)C(=O)NCC2OCCN2C(=O)c2ccc(Cl)cc2)cc1 (configuration not stated)	1	-3	i	i	i	i	i	i	i	-7	i
